EWS-Fli block – EWS/Fli transcriptional activity inhibition | 350,000 tested, 0.67% active | AID 651661 | A673 NR0B1-luciferase reporter, viability-normalised | inhibition, % at 12.6 µM;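 active means mean inhibition of at least 50% after viability correction, with every replicate also passing that limit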;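 further: firefly luciferase signal divided by Alamar Blue viability fluorescence both relative to DMSO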
XiGFP reactiv – activators of X-chromosome reactivation in mouse fibroblasts; 360,000 tested, 0.055% active; XiGFP mouse fibroblasts, % GFP-positive cells imaging, 3 d; cells co-treated with 5-aza-dC sensitizer; scaled so ellipticine positive control = 100%; activation, % at 7.58 µM;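 active means mean normalized replicate activation at least 10% and every replicate at or above 10%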;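 further: 0% = median of on-plate neutral control wells and 100% = ellipticine 6 µM median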
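material = 68-5-11 XiGFP fibroblast line | medium = DMEM plus 5-aza-dC sensitizer | schedule = 3 days compound exposure | benchmarks = positive control ellipticine, 6 µM final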
RAD52 inh – RAD52 (human) annealing inhibition; 360,000 tested, 0.46% active; inhibition, % at 18.7 µM; recombinant RAD52 DNA annealing, FRET fluorescence;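 active means every replicate showing at least 50% inhibition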
Target sequence (P43351 whole entry, looked up): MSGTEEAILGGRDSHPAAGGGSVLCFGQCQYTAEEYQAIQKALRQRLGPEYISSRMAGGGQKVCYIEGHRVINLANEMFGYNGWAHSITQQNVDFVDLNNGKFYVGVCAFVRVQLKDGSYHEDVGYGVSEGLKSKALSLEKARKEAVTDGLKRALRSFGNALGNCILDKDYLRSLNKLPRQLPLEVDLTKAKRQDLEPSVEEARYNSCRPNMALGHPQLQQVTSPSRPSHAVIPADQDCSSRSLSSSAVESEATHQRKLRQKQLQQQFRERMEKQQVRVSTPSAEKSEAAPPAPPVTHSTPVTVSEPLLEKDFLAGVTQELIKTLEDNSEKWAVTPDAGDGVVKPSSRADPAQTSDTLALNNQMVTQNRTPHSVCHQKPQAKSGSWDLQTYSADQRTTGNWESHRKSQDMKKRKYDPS
FN deposition inh – fibronectin deposition inhibition | AH1F fibroblasts, Alexa488-fibronectin deposition fluorescence, overnight | inhibition, % at 12.6 µM | 350,000 tested, 0.086% active;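 active means mean inhibition across replicates of 30% or more, regardless of how many single replicates reach that level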;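 further: positive control wells lacked labelled fibronectin entirely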
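Assay system: AH1F fibroblast monolayer, labelled fibronectin deposition. Amount: 10000 cells per well. Also added: labelled fibronectin 24 nM. Compound: single-point pinned compound. Incubation: cell attachment 1 h, compound and FN exposure overnight. Detection: fluorescence after three HBSS washes, excitation 485 nm, emission 525 nm. Read-out: inhibition of fibronectin deposition signal.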
E-sel inducer – induces E-selectin expression in human endothelial cells; 260,000 tested, 0.37% active; AID 686992; activation, % at 7.58 µM; HUVEC E-selectin immunofluorescence imaging; normalized: neutral wells 0, TNF-alpha wells 100; P16581;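 active means mean E-selectin-positive cell signal at least 10% of the positive control, reached in at least 60% of replicates, without over 20% cell loss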;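 further: in these data hits start at about 27%; measured in HUVEC primary endothelial cells; signal is the percent of cells scored E-selectin positive by PE staining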
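Material: HUVEC primary endothelial cells; Amount: 3,000 cells per well; Dosing: single concentration; Medium: EGM-2 growth medium on 0.1% gelatin-coated wells; Read-out basis: percent E-selectin-positive cells; Signal: immunofluorescence imaging; Control set: TNF-alpha, DMSO.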
RAD54 branch – RAD54 (human) branch migration inhibition. RAD54 Holliday junction branch migration, FAM/BHQ fluorescence. inhibition, % at 10.4 µM. 360,000 tested, 0.14% active. AID 602329;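 active means mean normalized replicate activity at least 40 and at least half of replicates scoring 40 or more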;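 further: 0% = median of neutral control wells and 100% = median of positive control wells; inhibitors cause a drop in the FAM fluorescence signal; in these data hits start at about 50%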
S100A4 inh HTS – inhibitors of human S100A4 binding to myosin IIA peptide | P26447 | S100A4/TAMRA-MyoIIA peptide fluorescence polarization | inhibition, % at 10.7 µM | 360,000 tested, 0.14% active;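 active means mean inhibition of at least 70% across replicates, with every replicate also reaching that level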
Target sequence (P26447 whole entry, looked up): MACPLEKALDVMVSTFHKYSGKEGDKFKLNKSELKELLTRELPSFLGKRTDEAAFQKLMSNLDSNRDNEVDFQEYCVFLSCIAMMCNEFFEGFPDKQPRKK
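incubation = readout 5 min after mixing, signal stable up to 60 min | system = S100A4 monomer protein | buffer or medium = HEPES pH 7.2 with CaCl2, KCl, NaCl, DTT, Triton | benchmarks = neutral control DMSO, positive control TFP | also added = fluorescent myosin IIA peptide, 5 nM | compound dosing = one concentration per compound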
esBAF inh – blocks esBAF chromatin remodeling in mouse ES cells; Bmi1-luciferase knock-in reporter, 24 h; 100% = twice the neutral-well signal; reporter increase, % at 12.5 µM; 350,000 tested, 2% active; AID 602393; in the data active means activation above about 40%;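 further: 0% = median of the plate's neutral control wells and 100% = double that signal; a rise in the Bmi1 reporter signal indicates esBAF inhibition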
* = called active by the depositor; . = not tested or not shown.

Structure	S100A4 inh HTS	esBAF inh	FN deposition inh	E-sel inducer	RAD52 inh	RAD54 branch	EWS-Fli block	XiGFP reactiv
CC(C)N=C(NC#N)SCc1ccccc1F	-5.8	.	.	.	-13.6	-1.0	-1.6	.
CN1OC[C@@H]2CN(C(=O)NC3CCCCC3)[C@H](c3ccc(N4CCCCC4)cc3)C[C@@H]21	-6.9	12.0	4.8	-0.2	-16.4	-4.7	-17.3	0.0
O=C(CCNC(=O)Cn1ccc2ccccc2c1=O)NCCC1=CCCCC1	-0.7	-2.5	4.8	-2.2	-2.4	.	5.7	-0.2
Cc1ccc(C(=O)CSc2nnc(C(C)C)n2C)cc1C	-8.0	.	3.6	.	-4.2	.	-44.3	0.0
CC1CNC(=S)N(c2ccc(F)cc2)C1=O (configuration not stated)	-1.8	.	.	-0.4	-3.4	.	-0.9	0.4
CNC[C@H]1Oc2ccc(NC(=O)Cc3ccccc3)cc2C(=O)N([C@@H](C)CO)C[C@H]1C	-6.3	-14.7	-4.6	0.0	0.8	7.4	1.5	0.2
CO[C@H]1CN(C)C(=O)c2cc(NC(=O)Nc3cc(F)ccc3F)ccc2OC[C@@H](C)N(C)C[C@H]1C	-6.1	3.3	7.1	0.2	2.7	7.2	1.0	0.2
O=C(COc1coc(CN2CCN(Cc3ccccc3)CC2)cc1=O)Nc1ccccc1	5.9	1.6	-0.4	2.0	-16.3	-2.1	8.6	0.1
CCOC(=O)c1ccc(NC(=O)Cn2c(=O)oc3ccccc32)cc1	-2.0	3.8	12.2	-0.3	-2.2	1.5	-9.5	0.0
CC(C)NC(=O)N1C[C@H]2[C@@H](c3ccccc31)[C@H](CO)N2C(=O)c1ccccc1	9.3	-3.1	.	0.0	-7.3	-1.5	-2.0	0.0
O=C(CSc1nc2ccccc2s1)NNC(=S)Nc1ccc(Cl)cc1	-1.0	.	-2.6	0.4	-9.3	.	8.4	0.2
C[C@@H]1CN([C@@H](C)CO)C(=O)c2cc(NS(=O)(=O)c3ccccc3)ccc2O[C@@H]1CN(C)C(=O)Nc1ccc(C(F)(F)F)cc1	.	-3.6	-1.7	0.2	.	.	0.7	-0.1
COc1cc(OC)cc(C(=O)NC(C(=O)NCCc2ccccn2)C(C)C)c1 (configuration not stated)	1.7	5.2	5.8	0.5	-8.9	8.7	-7.3	0.4
OC1CCC(Nc2ncnc3sccc23)CC1 (configuration not stated)	0.0	-12.2	2.8	0.6	2.4	-8.7	2.6	0.1
O=C(O)CC/C(=N/NC(=O)CNC(=O)c1ccc2c(c1)OCCO2)c1ccccc1	-10.0	-7.7	-0.3	0.1	-12.9	7.0	-0.6	0.2
Cc1cccc(C)c1NC(=O)COC(=O)C1CC1	-18.2	-0.8	5.6	.	-6.8	-4.2	-4.9	0.0
O=C(NNC1=NS(=O)(=O)c2ccccc21)c1ccccc1	1.5	-10.1	4.7	0.0	-1.6	9.6	-12.1	0.2
Cc1ccc(S(=O)(=O)N2C(c3ccc(Cl)c(Cl)c3)CC=C(C(=O)O)C2c2ccc(Cl)cc2)cc1 (configuration not stated)	-2.6	.	0.9	0.0	3.8	.	5.7	-0.1
C[C@@H]1CN([C@@H](C)CO)C(=O)c2cc(NS(=O)(=O)c3ccc(F)cc3)ccc2O[C@@H]1CN(C)Cc1ccncc1	-10.9	-3.2	.	1.1	4.7	11.1	0.7	0.3
COc1ccc(C(C#N)N2CCC(c3ccccc3)=N2)cc1 (configuration not stated)	-7.9	24.0	7.4	1.3	-45.9	-7.8	-20.0	0.3
Cc1noc(C)c1NC(=O)N(C)C[C@H]1OCCCC[C@@H](C)Oc2ccc(NC(=O)NC(C)C)cc2C(=O)N([C@H](C)CO)C[C@H]1C	1.7	-11.3	.	-0.4	9.2	4.9	-10.2	0.0
Cc1[nH]c2ccc(C(=O)NCc3ccccn3)cc2c1C	-2.6	8.2	8.5	1.4	-21.8	-2.1	.	0.0
CCc1cccc(CC)c1NC(=O)COC(=O)C1(C)CC1(Cl)Cl (configuration not stated)	1.3	2.2	5.1	0.1	-11.7	.	7.9	0.0
C/C=C/c1ccc(OCCNCc2ccccc2)c(OC)c1	2.5	-4.6	-7.0	-0.1	2.5	7.9	-7.2	0.0
CC1CCCCC1NS(=O)(=O)c1ccc2c(c1)CCC(=O)N2 (configuration not stated)	-0.7	4.5	0.1	0.5	-7.7	.	2.7	-0.1
CCc1cccc2c(C(=O)CSc3nncn3-c3ccccc3OC)c[nH]c12	-0.2	.	-0.3	.	-13.9	-3.6	13.7	0.0
COc1ccc(NC(=O)N(C)C[C@@H]2OCCCC[C@@H](C)Oc3ccc(NC(=O)Nc4cccc5ccccc45)cc3C(=O)N([C@@H](C)CO)C[C@H]2C)cc1	.	5.2	.	-0.2	.	16.2	5.2	-1.1
Cc1cc(NC(=O)c2ccc3c(c2)OCO3)ccc1NC(=O)c1ccccc1	-3.9	25.3	14.7	.	4.7	10.5	-46.3	0.1
Cc1ccc(-c2ccc3c(c2)O[C@@H](CN(C)Cc2ccc(F)cc2)[C@H](C)CN([C@@H](C)CO)S3(=O)=O)cc1	-2.9	-5.9	8.8	-0.1	-7.4	10.9	25.0	-0.5
C[C@@H]1CN([C@H](C)CO)C(=O)c2cccc(NC(=O)C3CCOCC3)c2O[C@@H]1CN(C)S(=O)(=O)c1cn(C)cn1	-15.4	-6.2	-12.0	0.0	-8.4	-10.5	-17.7	1.1
O=C(NC(=S)Nc1ccccc1N1CCCCC1)c1ccc(F)cc1	-1.7	.	-0.4	.	-9.1	5.4	5.0	0.1
COc1ccccc1NS(=O)(=O)c1ccc2c(c1)NC(=O)C(C)S2 (configuration not stated)	-2.3	2.1	1.5	.	-14.2	4.8	.	0.0
Cc1cccc(CN2[C@@H](C)[C@H](c3ccccc3)Oc3cc(Br)ccc3S2(=O)=O)c1	-1.0	.	1.2	0.0	-0.2	.	14.5	-0.1
Cc1ccccc1-c1noc(CCC(=O)NC2CCCCC2)n1	-2.4	-3.6	0.3	0.7	-18.8	2.1	-1.0	0.2
CCN1CCN(C(=O)/C(C#N)=C/c2ccc(OC(F)F)cc2)CC1	-0.7	1.9	-0.4	.	-9.8	1.4	8.7	0.0
COC(=O)CCCC1=CC2=C(c3ccccc3)C(=O)C(C)(OC(=O)C3CCCC3)C(=O)C2=CN1C(CO)CO (configuration not stated)	2.3	-13.8	-2.3	0.0	-31.5	-10.2	-6.7	0.1
COc1ccc(C2CC(c3cccs3)=NN2C(=O)COC(=O)c2cc3ccccc3cc2O)cc1OC (configuration not stated)	1.4	.	2.3	.	-10.7	-3.4	-3.8	0.0
CC(C)NC(=O)N(C)C[C@H]1OCc2cnnn2CCCC(=O)N([C@@H](C)CO)C[C@@H]1C	3.3	4.1	0.6	0.1	7.4	0.0	-1.0	-0.1
O=C(NCC(=O)N1CCCCC1)c1sc2ccccc2c1Cl	3.5	15.5	-2.4	.	-5.5	-2.2	-96.2	-0.1
CC(=O)N/N=C/c1cc(C)n(-c2ccc(Br)cc2)c1C	-3.7	-10.9	9.5	.	-15.7	-6.4	-0.9	0.0
O=C(NCCS(=O)(=O)N1CCN(c2ccc(F)cc2)CC1)C12CC3CC(CC(C3)C1)C2	2.3	.	19.7	-0.1	-5.6	.	6.9	-0.1
Cc1cc(C)c(NC(=O)C2=COCCO2)c(C)c1	-5.5	.	-4.5	.	-2.8	-8.8	-27.7	0.0
O=C(Nc1nnc([C@@H]2O[C@H](CO)[C@@H](O)[C@H]2O)s1)Nc1cccc2c1CCCC2	-0.3	0.0	8.1	0.0	-24.1	-6.8	-5.4	0.4
CCCCNC(=S)N/N=C1\CCCCc2ccccc21	-0.1	.	2.9	.	0.0	.	6.9	0.1
COc1cc(-c2coc3c(C(=O)NCc4ccccc4)cccc23)ccc1O	-3.6	13.7	1.4	1.4	-15.5	9.7	24.1	0.0
C[C@@H]1CN([C@@H](C)CO)S(=O)(=O)c2ccc(C#CC3CC3)cc2O[C@H]1CN(C)C(=O)c1cccnc1	6.6	0.0	5.9	-0.9	10.8	2.5	-10.4	-0.7
COc1ccc(NC(=O)C(c2ccc(OC)cc2)N(Cc2ccco2)C(=O)CC2NC(=O)NC2=O)cc1 (configuration not stated)	1.6	-0.8	11.0	0.7	-3.3	-6.6	4.0	0.1
COc1ccccc1C(=O)OCC(=O)Nc1ccccc1OC(F)F	-26.1	.	10.1	0.4	2.3	.	7.5	.
CC(C)CN(C(=O)CN1CCN(S(=O)(=O)c2ccc3ccccc3c2)CC1)c1c(N)n(CC(C)C)c(=O)[nH]c1=O	1.6	.	3.7	.	-33.0	2.9	-1.0	0.1
COc1ccc(-n2c(O)c(C=Nc3ccccc3)c3ccccc3c2=O)cc1	-0.5	3.3	9.8	.	-4.2	.	18.2	0.2
O=S1(=O)CCN(C2CC2)CC1	-3.8	-2.7	-2.7	1.4	-11.0	-9.0	-7.3	0.2
O=C(CC(CC(=O)c1ccccc1)c1ccco1)c1ccccc1	0.2	.	-4.9	0.1	-45.4	.	-56.4	0.1
CC1(C(=O)NCc2ccccn2)CCN1C(=O)Cc1ccc(Cl)cc1Cl (configuration not stated)	-3.9	5.6	-3.6	0.0	-13.7	10.1	-6.3	0.0
CCC(=O)N(C)C[C@H]1Oc2cc(C3=CCCC3)ccc2S(=O)(=O)N([C@@H](C)CO)C[C@@H]1C	-80.0	-5.3	.	70.5*	19.5	-0.2	14.1	0.4
CCSc1nnc(NC(=O)CSc2nnc(Cc3cccn3C)n2-c2ccc(F)cc2)s1	-0.3	15.6	.	.	-19.2	-4.4	3.7	.
Cc1cnccc1CNC(=O)C1CCC(=O)N(Cc2ccc(Cl)cc2)C1 (configuration not stated)	16.8	3.6	-0.9	3.3	-1.5	-3.1	-0.2	0.2
CCCNC(=O)N1C[C@H](O)COC[C@@H]2O[C@@H](CC(=O)N3CCCCC3)CC[C@H]21	-3.0	-4.8	0.3	0.0	-3.0	0.2	-13.4	-0.1
Cc1ccccc1NC(=S)NC(NC(=O)c1ccco1)C(Cl)(Cl)Cl (configuration not stated)	35.8	.	-3.0	.	-9.8	2.7	14.8	-0.1
Nc1ccccc1Nc1nc2ccccc2[nH]1	-3.6	-2.9	11.6	.	0.7	4.7	0.1	0.0
O=C(COC(=O)COc1cccc2ccccc12)NCC(F)(F)F	2.3	.	3.6	.	-8.4	.	1.9	0.3

Entries above that have a COOH group (two):
Structure	S100A4 inh HTS	esBAF inh	FN deposition inh	E-sel inducer	RAD52 inh	RAD54 branch	EWS-Fli block	XiGFP reactiv
O=C(O)CC/C(=N/NC(=O)CNC(=O)c1ccc2c(c1)OCCO2)c1ccccc1	-10.0	-7.7	-0.3	0.1	-12.9	7.0	-0.6	0.2
Cc1ccc(S(=O)(=O)N2C(c3ccc(Cl)c(Cl)c3)CC=C(C(=O)O)C2c2ccc(Cl)cc2)cc1 (configuration not stated)	-2.6	.	0.9	0.0	3.8	.	5.7	-0.1

Compounds were not picked by outcome. About 3% of those tested had a hit in this group.
